Source: PubChem BioAssay (National Center for Advancing Translational Sciences (NCATS))
TDP1 cell noCPT: qHTS for Inhibitors of human tyrosyl-DNA phosphodiesterase 1 (TDP1): qHTS in cells in absence of CPT; Potency, µM (doses to about 46.2 µM), without a hit: at the highest dose activity change, negative = growth inhibition, actives largely listed as inhibitors; hit rate 15% among 420,000; AID 686978, 2013; DT40 Tdp1-/- hTDP1 cells, no CPT, ATP luminescence, 48 h; further: nearly all actives have a fitted effect of over 55% in size
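Seeded 400 DT40-hTDP1 cells/well (vehicle DMSO, no 20 nM CPT); pinned compounds; ≥48 hr at 37 °C; CellTiter-Glo luminescence as viability measure.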
DT40 TDP1 CPT: DT40-hTDP1 cell growth loss with CPT; Potency, µM (doses to about 46.2 µM), without a hit: at the highest dose activity change, negative = growth inhibition, hits mostly inhibitors; chicken DT40 Tdp1-/-;hTDP1 cells + 20 nM CPT, ATP luminescence, 48 h; hit rate 12% among 420,000; further: nearly all actives have a fitted effect of over 55% in size
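Chicken DT40 Tdp1-/- cells complemented with human TDP1, 400 cells/well, exposed to compounds plus 20 nM camptothecin for at least 48 h at 37 C; viability read as ATP content by CellTiter-Glo luminescence.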
KAT2A inh: GCN5L2 (KAT2A) acetyltransferase inhibition | GCN5L2 HAT assay, ThioGlo1 CoA-SH fluorescence | AID 504327 | Q92830 | Potency, µM (series often up to 58.9 µM), for the others: top-dose activity change, negative = inhibition, most hits filed as inhibitors | hit rate 0.21% among 390,000
Target sequence (Q92830 whole entry, looked up): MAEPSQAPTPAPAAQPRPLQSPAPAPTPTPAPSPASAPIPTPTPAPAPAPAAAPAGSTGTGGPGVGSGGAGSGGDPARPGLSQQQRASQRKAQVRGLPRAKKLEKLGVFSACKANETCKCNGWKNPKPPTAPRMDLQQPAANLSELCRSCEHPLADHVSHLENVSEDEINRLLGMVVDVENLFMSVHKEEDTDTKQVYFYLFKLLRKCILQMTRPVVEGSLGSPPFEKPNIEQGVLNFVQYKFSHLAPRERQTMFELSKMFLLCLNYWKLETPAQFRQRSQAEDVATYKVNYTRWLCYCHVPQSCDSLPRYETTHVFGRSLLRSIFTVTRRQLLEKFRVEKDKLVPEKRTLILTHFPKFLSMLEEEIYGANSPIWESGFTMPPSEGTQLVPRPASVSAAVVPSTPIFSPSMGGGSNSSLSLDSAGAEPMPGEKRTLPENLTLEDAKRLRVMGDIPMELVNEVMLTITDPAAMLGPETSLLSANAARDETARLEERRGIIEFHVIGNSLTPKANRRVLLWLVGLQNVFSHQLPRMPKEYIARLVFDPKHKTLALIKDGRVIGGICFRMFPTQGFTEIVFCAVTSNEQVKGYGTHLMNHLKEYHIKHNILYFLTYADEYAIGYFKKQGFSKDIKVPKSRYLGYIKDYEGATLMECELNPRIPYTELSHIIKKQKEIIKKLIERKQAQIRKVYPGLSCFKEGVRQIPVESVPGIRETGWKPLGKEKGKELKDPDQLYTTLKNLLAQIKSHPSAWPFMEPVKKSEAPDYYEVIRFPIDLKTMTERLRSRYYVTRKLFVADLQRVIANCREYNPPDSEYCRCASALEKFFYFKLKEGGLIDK
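Compounds, pin-transferred from DMSO stocks, meet 20nM GCN5L2 for 15 min before the reaction begins with H3(1-25) peptide (75uM) and acetyl-CoA (70uM). Thiol-reactive ThioGlo1 reports CoA release over 20 min at room temperature.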
* marks the source's active call; other numbers are inactive results; ? = inconclusive; . = no result given; [ ] = dose if it differs, or a comment. The call rests on the fitted dose curve; in most records, active means well fitted curve in the direction sought with a large enough effect; inconclusive means small, poorly fitted or top-dose-only effect, or another doubt; inactive means no such curve, though single readings can be large; an effect the other way counts as inactive or inconclusive. On the % scale 0 is the no-effect control and ±100 the full control effect; potency means the concentration at half of the fitted maximal effect. An excerpt. The share of hits here may be higher or lower than overall.

SMILES | TDP1 cell noCPT | DT40 TDP1 CPT | KAT2A inh
CC(=O)Nc1ccc(S(=O)(=O)NCC2CCC(C(=O)N3CC(C)CC(C)C3)CC2)cc1 (centres undefined) | ? | -5.6% | -26.0%
Cc1ccc(C(=O)c2cn(CC(=O)NCc3ccccc3)c3nc(C)ccc3c2=O)cc1 | -2.1% | -11.7% | -13.8%
Cc1ccc(CN2C(=O)S/C(=C\c3ccccc3OCC(=O)O)C2=O)cc1 | 11.2% | 6.8% | 0.0%
CN(C(=O)C1CCCO1)c1nnc(-c2ccccn2)s1 (centres undefined) | -3.1% | 1.0% | -1.8%
COc1ccc(C2C(C#N)=C(N)SC(N)=C2C#N)cc1OC | -8.3% | 4.1% | -4.5%
OC(CCN1CC2CCC(CC2)C1)(Cc1ccccc1)c1ccco1 (centres undefined) | ? | ? | .
CCN(CCO)c1ccc(Nc2cc(-c3ccc(-c4ccccc4)cc3)ncn2)cc1 | 14.6µM* | 18.4µM* | .
Cc1nc(SCC(=O)OCc2ccccc2)c(C#N)c(-c2ccccc2)c1C(=O)Nc1ccccc1 | ? | ? | -13.6%
CCCn1c(=N)n(CC(=O)c2cccs2)c2ccccc21 | ? | ? | 3.7%
COc1ccc(CN2CC(C(=O)NCCCN3CCN(C)CC3)CC2=O)cc1 (centres undefined) | -2.4% | 1.2% | -1.2%
COc1ccc(NC(=O)NNc2cc(N3CCOCC3)nc(N3CCOCC3)n2)cc1 | -24.3% | -3.6% | 1.4%
CCCCSc1cc(C)nc(N)n1 | 1.3% | -2.9% | -0.5%
CCC(NC(=O)c1cc(COc2ccc(Cl)cc2OC)on1)c1ccncc1 (centres undefined) | ? | ? | ?
COC(=O)N1CCC2(CC1)CCN(C(c1ccccc1)c1ccccc1)CC2 | ? | -6.2% | -3.7%
Nc1sccc1C(=O)NCc1ccccc1 | 14.6µM* | -115.6% | .
Cc1ccccc1CN1C(=O)c2ccccc2S(=O)c2ccc(C(=O)NC3CCC(C)CC3)cc21 (centres undefined) | -28.6% | ? | 1.0%
O=c1oc2ccccc2c2c1C(O)CO2 (centres undefined) | 14.8% | 4.6% | 6.9%
CCOC(=O)C1=C(O)/C(=C/c2cccc(OC)c2O)N=C1C | -16.8% | ? | -2.9%
CCOc1ccc(/C=N/n2nnnc2N)cc1O | -22.4% | 6.0% | -14.2%
CCOCCn1cnc2sc(C(=O)NCCCN3CCOCC3)c(C)c2c1=O | 14.8% | 4.4% | -23.7%
CC1CCC(NC(=O)C2(C)Cc3ccccc3C(=O)N2Cc2ccccc2Cl)CC1 (centres undefined) | 23.1µM* | ? | -0.3%
CN1CCN(C(=O)CCN2C(=O)c3ccccc3S2(=O)=O)CC1 | 4.7% | -3.5% | -0.2%
CC(C)CN(Cc1cc(=O)oc2cc(-c3ccccc3)c(O)cc12)CC(C)C | ? | ? | -14.6%
O=C(N/N=C/c1ccncc1)c1cc2ccccc2cc1O | -8.8% | 7.9% | -4.4%
COc1ccc(N2C(=O)C(C)(C)C2c2c(O)ccc3ccccc23)cc1 (centres undefined) | 16.4µM* | 20.6µM* | -13.6%
N#CC1(NC(=O)COc2ccc(C(N)=O)cc2)CCCC1 | 2.2% | 13.8% | -0.5%
Cc1ccccc1S(=O)(=O)NC(=O)C1(C)CCN1C(=O)c1c(C)noc1C (centres undefined) | -0.2% | 3.3% | .
Cc1ccccc1Oc1nc2c(c(=O)n(C)c(=O)n2C)n1Cc1ccc(Br)cc1 | -10.8% | -7.4% | -2.3%
COc1ccc(/C(N)=N/OC(=O)c2cccc([N+](=O)[O-])c2C)cc1OC | ? | -25.6% | -5.6%
COc1cc2oc3ccccc3c2cc1N(CC(=O)N(C)C)S(=O)(=O)c1ccccc1 | ? | -60.8% | .
COc1ccc([N+](=O)[O-])cc1NC(=O)C(C)OC(=O)c1cccnc1 (centres undefined) | -2.5% | -6.8% | -3.2%
COc1ccccc1CN(C)C(=O)c1ccc(S(=O)(=O)NCc2ccco2)cc1 | -28.3% | ? | 1.8%
CC(C)CCNC(=O)c1cc(S(=O)(=O)N2CCc3ccccc32)cn1C | -24.1% | -15.9% | 3.6%
CCOC(=O)c1c(C)n(C)c2ccc(OC(=O)c3ccc([N+](=O)[O-])cc3)cc12 | 1.9% | -14.5% | 8.91µM*
COCCCNC(=O)c1cc(OC)c(OC)c(OC)c1 | -1.8% | 2.9% | -0.5%
O=C(NCCc1ccccc1)c1ccc(Cn2c(SCc3ccccc3)nc3cccnc32)cc1 | ? | ? | -10.7%
O=C(COc1ccc(Br)cc1)N1CCN(c2ncccn2)CC1 | ? | -10.5% | 1.3%
CCCCn1nc2cc(C(=O)NCc3ccc(OC)cc3)ccc2c1OCC | -10.9% | -13.2% | -21.5%
COCc1ccc(C(=O)OC(C)C(=O)Nc2c(C)n(C)n(-c3ccccc3)c2=O)cc1 (centres undefined) | 6.4% | -4.4% | -3.3%
Cc1oc2nc(SCC(=O)Nc3ccc(S(N)(=O)=O)cc3)nc(NC(=O)c3ccccc3)c2c1C | ? | ? | 1.6%
CSc1cnnc2ccccc12 | -10.7% | -5.1% | .
COc1cccc(CCNS(=O)(=O)CCNC(=O)c2cccc(OC)c2)c1 | -28.9% | -28.6% | 3.8%
CC(C)=CCC/C(C)=C/C=N/NC(=O)c1ccccc1[N+](=O)[O-] | ? | -2.8% | -3.9%
Cn1c(=O)[nH]c(=O)c2c1nc(N1CCN(Cc3ccccc3)CC1)n2CCSc1ncccn1 | ? | -29.8% | -2.7%
C/C(=C\c1ccco1)CN1CCOc2ccc(C(C)(O)COc3ccccc3)cc2C1 (centres undefined) | ? | 18.9%[9.04 µM] | .
COc1ccc2c(c1)CCc1c-2n[nH]c1C(=O)NCCC(C)C | ? | ? | 1.2%
Cc1cccn2c(=O)c(/C=C(\C#N)S(=O)(=O)c3ccc(Cl)cc3)c(N3CCC(C(N)=O)CC3)nc12 | -20.6% | 0.5% | -4.1%
Cc1c(C)c2cc(Cl)c(O)c(CN3CCCC(C)C3)c2oc1=O (centres undefined) | -9.0% | -0.3% | ?
O=C(Nc1cccc(S(=O)(=O)NC2=NCCC2)c1)c1ccccc1F | -13.4% | -14.3% | -5.1%
Cc1cccc(-c2noc(-c3cc4ccccc4oc3=O)n2)c1 | -12.3% | -7.9% | -4.7%
Cc1[nH]c2ccccc2c1C(=O)CN1C(=O)NC2(CCCCCC2)C1=O | ? | -10.4% | -3.0%
C=CCn1c(SCC(=O)Nc2sccc2C(N)=O)nc2ccc(Cl)cc2c1=O | 16.4µM* | 14.6µM* | -19.8%
CCN(CC)C(=O)COC(=O)c1cc(-c2ccco2)nc2ccccc12 | ? | ? | ?
COc1ccc(NC(=O)CSc2nnc(CNC(=O)c3cccs3)o2)c(OC)c1 | -13.8% | 7.9% | -1.8%
COC(=O)COc1nsnc1N1CCOCC1 | -0.2% | 0.0% | -20.8%
O=C(/C=C/c1ccccc1)N/C(=C/c1ccccc1)C(=O)N1CCOCC1 | 4.4% | 3.7% | -1.4%
CCOC(=O)C1CCN(C(=O)CCS(=O)(=O)c2ccc3c(c2)CCN3C(=O)CC)CC1 | -26.9% | 2.4% | -8.9%
c1csc(-c2cn3c(n2)SCC3)c1 | -23.2% | 2.0% | -1.0%
COc1ccccc1NS(=O)(=O)c1cccc(C(=O)NCc2ccccn2)c1 | -6.0% | -17.8% | -4.9%
Cc1cc(C)cc(N(CC(=O)NC2CCCC2)C(=O)CCC(=O)Nc2nc(C)cs2)c1 | -21.4% | -26.2% | 2.1%
Following part
SMILES | TDP1 cell noCPT | DT40 TDP1 CPT | KAT2A inh
O=C(Cn1nc(Cc2cccnc2)c2ccccc2c1=O)Nc1ccc(F)c(Cl)c1 | 16.4µM* | -7.9% | 0.4%
COc1ccc(S(=O)(=O)NCC(c2ccc(N(C)C)cc2)N2CCOCC2)cc1 (centres undefined) | -6.9% | -3.9% | -10.6%
CCCCOc1ccc(S(=O)(=O)NNC(=O)c2cc3ccccc3o2)cc1 | ? | ? | -8.4%
COc1ccc(CNC(=O)c2ccc(N3CCOCC3)c([N+](=O)[O-])c2)cc1 | -19.5% | ? | -2.0%
CCc1nc2ccc(C(=O)N(CC)CCN(C)C)cn2c1N(C)Cc1cccs1 | -18.2% | -11.6% | .
COc1ccc(NC(=O)CCNC(=O)C2CCN(S(=O)(=O)c3ccccc3)CC2)cc1OC | 0.4% | -22.5% | .
O=C(CCCC(=O)N(c1ccc2c(c1)OCCO2)C(C(=O)NC1CCCCC1)c1ccc(Cl)cc1)Nc1ccccn1 (centres undefined) | ? | ? | 0.0%
Cc1ccc(S(=O)(=O)NC2CCCCC2)cc1C(=O)N1CCC(C(N)=O)CC1 | 0.9% | 3.2% | -2.5%
CCCCCCOC(=O)c1ccc(NC(=O)c2cc(OC)c(OC)c(OC)c2Br)cc1 | ? | ? | -14.4%
COc1ccc(Br)cc1CNc1ccccc1 | ? | ? | -16.3%
CC(C)OCCCN1C(=O)c2[nH]nc(-c3ccccc3O)c2C1c1ccc(OCc2ccccc2)cc1 (centres undefined) | 11.6µM* | 14.6µM* | -20.6%
COc1cc(F)ccc1-c1cc(C(=O)NCc2cccc(Cl)c2)[nH]n1 | ? | ? | .
COc1ccc(CCNC(=O)c2cc(Sc3cccc(Cl)c3)nc3ccccc23)cc1OC | 7.31µM* | 8.2µM* | ?
Cc1nc2ccccc2c(=O)n1NC(=O)c1cccnc1Cl | -0.2% | 3.8% | -8.9%
CSc1nc(N)n2nc(C(C)(C)C)cc2n1 | -21.5% | 20.4% | -4.0%
O=C(Nc1nnc(SCc2ccc(F)cc2)s1)c1ccco1 | -12.5% | -7.9% | 2.7%
COc1cc(OC)c(C2NC(=O)CCC2[N+](=O)[O-])cc1OC (centres undefined) | -7.3% | 12.3% | 1.3%
Oc1ccc(Cl)cc1CNC1CCCCC1 | ? | -0.6% | .
O=C(COc1ccc(-n2cnnn2)cc1)Nc1ccc(Br)cc1F | 1.5% | ? | -5.6%
CCOc1ccc(OCC)c(NS(=O)(=O)c2ccc3[nH]c(=O)ccc3c2)c1 | 1.4% | -20.2% | -6.5%
Cc1ccc2nc(SCC(=O)Nc3nnc(SCC(N)=O)s3)[nH]c2c1 | -2.6% | 4.0% | 1.5%
O=C(CSc1ccc2nnc(-c3cccc(F)c3)n2n1)N1CCCc2ccccc21 | 18.4µM* | ? | 11.6%
CS(=O)(=O)c1ccc(C(=O)OCC(=O)N2CCCc3ccccc32)cc1 | 3.2% | 0.1% | -11.7%
Nc1ccc(C(=O)n2c3ccccc3c3ccccc32)cc1 | 2.31µM* | 1.84µM* | -12.3%
COc1ccc2cc(C(c3nnnn3C3CCCCC3)N3CCCCCC3)c3nnnn3c2c1 (centres undefined) | ? | ? | .
CCOC(=O)c1cc(C(=O)NN)c(=O)[nH]c1C | -3.8% | -9.0% | 1.2%
COc1ccc(N2C(=O)CCC(C(=O)N3CCN(c4ccccn4)CC3)C2c2ccc(F)cc2)cc1 (centres undefined) | ? | -3.9% | -1.5%
CCCCC1=CC2=C(c3ccco3)C(=O)C(C)(OC(=O)c3ccc(OC)cc3)C(=O)C2=CN1CC(C)C (centres undefined) | 5.17µM* | 3.26µM* | -11.5%
COCC(C)NC(=O)CSc1nc2ccccc2n1CCc1ccccc1 (centres undefined) | ? | ? | -14.5%
COc1ccccc1CNC(=O)c1ccc(NS(C)(=O)=O)cc1 | -5.9% | -15.9% | -5.6%
C/C(=N/NC(=O)CNS(=O)(=O)c1ccccc1)c1ccc(Br)cc1 | -13.0% | 14.3% | -0.2%
COCCn1c(=O)c(C)nc2cnc(Oc3ccccc3)nc21 | -2.0% | 10.1% | -9.1%

Of the compounds above, 7 have a thiophene ring, fused or not.
SMILES | TDP1 cell noCPT | DT40 TDP1 CPT | KAT2A inh
CCCn1c(=N)n(CC(=O)c2cccs2)c2ccccc21 | ? | ? | 3.7%
Nc1sccc1C(=O)NCc1ccccc1 | 14.6µM* | -115.6% | .
CCOCCn1cnc2sc(C(=O)NCCCN3CCOCC3)c(C)c2c1=O | 14.8% | 4.4% | -23.7%
C=CCn1c(SCC(=O)Nc2sccc2C(N)=O)nc2ccc(Cl)cc2c1=O | 16.4µM* | 14.6µM* | -19.8%
COc1ccc(NC(=O)CSc2nnc(CNC(=O)c3cccs3)o2)c(OC)c1 | -13.8% | 7.9% | -1.8%
c1csc(-c2cn3c(n2)SCC3)c1 | -23.2% | 2.0% | -1.0%
CCc1nc2ccc(C(=O)N(CC)CCN(C)C)cn2c1N(C)Cc1cccs1 | -18.2% | -11.6% | .
